dFosB act = enhances mouse delta FosB homodimer DNA binding; actives 0.99% (n = 340,000); purified delta FosB, TAMRA-CDK5 oligo fluorescence polarization; percent of positive-control signal above neutral wells; AID 493131; activation, % at 25 µM;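 active = mean activation above about 17%, with every replicate also reaching it, limit read from the data, passing the limit was not always enough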;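 note: fluorescence polarization rise as delta FosB binds a TAMRA Cdk5 AP-1 oligo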
Mot1-301 SUMO = inhibitors of SUMOylation pathway: yeast Mot1-301 growth rescue; growth rescue, % at 18.8 µM; actives 1% (n = 320,000); S. cerevisiae Mot1-301 growth rescue, ATP luminescence, 38.5C; percent above DMSO median, 100 means doubled;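 active = every valid replicate shows activation above 250% relative to neutral control wells; inactive = the rest, any valid replicate at or below 250%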;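 note: OY570 slx delta 5 strain wells were the positive control but not used for scaling; some compounds called inactive have numbers as strong as hits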
PfHsp90 yeast 2 = reduces growth (ATP signal) of yeast expressing P. falciparum Hsp90. S. cerevisiae expressing PfHsp90, BacTiter-Glo ATP, 48 h; yeast lacking PDR1 and PDR3 efflux regulators. inhibition, % at 9.4 µM. actives 0.32% (n = 310,000);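 active = every replicate shows inhibition above about 80%, whatever the replicate mean, limit read from the data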;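 note: 0% = DMSO neutral controls and 100% = 20 µM radicicol positive controls; yeast relying on Plasmodium falciparum Hsp90 in place of its own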
CDK5 p35 inh = inhibitors of human CDK5/p35 kinase; actives 0.01% (n = 330,000); inhibition, % at 10 µM; Q00535+Q15078; Recombinant CDK5/p35, ADP-Glo luminescence, 60 min; AID 488839;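 active = highest replicate inhibition of at least 50% and at least 75% of replicates reaching 50%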;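 note: plate controls were DMSO neutral control for no effect and GW8510 at 10 µM for full effect; many of its hits are not listed in these tables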
Rtt109 Vps75 = inhibitors of Candida albicans Rtt109/Vps75 histone acetyltransferase | Q5AAJ8 | inhibition, % at 34.9 µM | actives 0.16% (n = 330,000) | purified Rtt109/Vps75, ThioGlo CoA-SH fluorescence, 4 h;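 active = inhibition of at least 50% in every replicate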
Target sequence (Q5AAJ8 whole entry, looked up): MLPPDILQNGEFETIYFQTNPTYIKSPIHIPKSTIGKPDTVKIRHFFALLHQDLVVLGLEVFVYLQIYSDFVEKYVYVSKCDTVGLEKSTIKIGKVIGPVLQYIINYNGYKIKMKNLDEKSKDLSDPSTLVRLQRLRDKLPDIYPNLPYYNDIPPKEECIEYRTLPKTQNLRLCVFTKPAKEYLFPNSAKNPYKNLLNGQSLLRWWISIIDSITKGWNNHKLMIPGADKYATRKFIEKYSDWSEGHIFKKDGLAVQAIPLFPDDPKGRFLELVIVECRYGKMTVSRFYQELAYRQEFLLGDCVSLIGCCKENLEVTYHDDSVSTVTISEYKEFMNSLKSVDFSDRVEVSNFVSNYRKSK
Keap1 Nrf2 FP = inhibitors of human Keap1-Nrf2 protein-protein interaction. Q14145. Keap1 Kelch-Nrf2 peptide fluorescence polarization, 1536-well. inhibition, % at 9.4 µM. actives 0.15% (n = 340,000). AID 504523; in the data active = inhibition above about 12%;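 note: human Keap1 Kelch domain with fluorescein labeled Nrf2 9mer peptide probe; 0% = neutral control wells and 100% = peptide positive control; higher means more block of Keap1 binding to Nrf2 peptide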
Target sequence (Q14145 whole entry, looked up, the tested form may be a part): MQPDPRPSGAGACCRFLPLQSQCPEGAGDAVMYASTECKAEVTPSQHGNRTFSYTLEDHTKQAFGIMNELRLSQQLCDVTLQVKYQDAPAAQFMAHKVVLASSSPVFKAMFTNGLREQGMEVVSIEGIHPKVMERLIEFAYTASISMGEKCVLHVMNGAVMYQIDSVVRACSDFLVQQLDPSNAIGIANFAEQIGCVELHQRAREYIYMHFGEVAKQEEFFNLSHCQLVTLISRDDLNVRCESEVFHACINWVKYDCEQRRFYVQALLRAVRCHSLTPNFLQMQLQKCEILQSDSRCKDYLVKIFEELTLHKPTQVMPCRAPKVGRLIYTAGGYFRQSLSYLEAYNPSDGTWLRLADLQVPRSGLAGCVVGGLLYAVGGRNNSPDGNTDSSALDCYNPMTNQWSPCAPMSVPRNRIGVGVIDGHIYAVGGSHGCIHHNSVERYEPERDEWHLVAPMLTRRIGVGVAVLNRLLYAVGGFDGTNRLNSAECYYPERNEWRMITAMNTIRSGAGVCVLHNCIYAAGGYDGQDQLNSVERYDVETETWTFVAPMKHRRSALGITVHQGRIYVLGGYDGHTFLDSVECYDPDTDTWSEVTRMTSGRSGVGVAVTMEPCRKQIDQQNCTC
cardiac RTF act = increases calcium sensitivity of human cardiac regulated thin filaments. IANBD-labeled TnC RTF fluorescence at EC20 calcium; 0% EC20 calcium, 100% full calcium. activation, % at 7.2 µM. actives 0.24% (n = 340,000). AID 493008;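 active = activation above the mean over all tested compounds plus 3 SD, cut at about 30% in these data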;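 note: rise in fluorescence read as greater calcium sensitivity of cardiac thin filaments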
RTF Ca sens inh = cardiac RTF calcium desensitization; IANBD-labeled cardiac RTF, Ca2+ fluorescence; actives 0.12% (n = 340,000); inhibition, % at 7.15 µM;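 active = inhibition above the mean inhibition of all tested compounds plus 3 SD, cut at about 17% in these data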;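 note: assay run at fixed EC70 calcium of 1.6 mM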
LANA DNA inh = KSHV C-LANA DNA binding inhibition; actives 0.078% (n = 340,000); inhibition, % at 9 µM; AID 504423; MBP-C-LANA/FAM-LBS DNA binding, fluorescence polarization;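 active = highest replicate inhibition at or above 60% at 9 µM, even if other replicates fall short; inactive = all replicates below 60% inhibition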;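 note: 0% = neutral control wells and 100% = 4 µM acridine orange control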
NSD2 inh = blocks human histone methyltransferase NSD2; O96028; AID 743445; inhibition, % at 12.5 µM; NSD2 peptide methylation, AlphaScreen, 120 min; actives 0.54% (n = 310,000); in the data active = inhibition above about 50%
PvdQ inh = P. aeruginosa PvdQ acylase inhibition | purified PvdQ acylase, fluorescence plate reader | inhibition, % at 10 µM | actives 0.063% (n = 340,000) | AID 488965; in the data active = inhibition above about 30%, passing the limit was not always enough;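 note: 0% = vehicle neutral wells and 100% = reference inhibitor wells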
* hit, by the source's call; / = no result given. Compounds as they come; 3.2% or so of the library scored in one or more.

SMILES	dFosB act	Mot1-301 SUMO	PfHsp90 yeast 2	CDK5 p35 inh	Rtt109 Vps75	Keap1 Nrf2 FP	cardiac RTF act	RTF Ca sens inh	LANA DNA inh	NSD2 inh	PvdQ inh
CC1CCCN(C(=S)NC2CCCC2)C1 (centres undefined)	-6	4	14	0.9	8	2	2	0	0.5	1	-18
N#Cc1ncc(C(F)(F)F)cc1Sc1ccccc1N	-3	-8	-14	0.1	-3	1	0	-1	1.5	-1	-9
O=C1COc2ccc(-c3csc(NCC4CCCO4)n3)cc2N1 (centres undefined)	-6	-1	2	0.0	3	-3	0	-1	-0.8	-4	-13
COc1cc(CC(=O)NNC(=O)c2cccs2)cc(OC)c1OC	-3	4	3	-5.9	-6	-7	-1	-4	-0.6	-2	-21
CCSc1cc(N2CCCC2)nc(-c2cccc(C)c2)n1	-1	-9	-1	1.1	6	2	3	18*	-2.2	-3	3
CC(=O)Nc1ccc(NC(=O)Nc2ccccc2C)cc1	2	-1	23	-0.9	-4	2	3	-10	3.0	0	0
CCn1c(C)nc2cc(C(=O)NNC(=S)Nc3ccc(Cl)cc3)ccc21	-5	-22	17	2.1	11	-3	1	-3	2.9	-14	-16
O=C1CC(c2cc(F)ccc2F)c2cc3c(cc2N1)CCC3 (centres undefined)	-25	55	-4	0.1	-4	0	-7	15	0.6	-26	1
COC(=O)CSC1=C(C#N)C(c2ccsc2)CC(=O)N1 (centres undefined)	5	/	9	-0.4	-2	5	-5	-11	-2.8	-1	-5
O=C(CCN1C(=O)COc2ccccc21)NCCC1=CCCCC1	-8	68	-19	2.6	-4	1	3	11	-1.0	-2	2
CC(NC(=O)Cc1cccs1)c1ccc2c(c1)OCO2 (centres undefined)	5	-9	/	-3.9	14	-5	0	-2	-0.7	2	-8
CCOc1ccc(C(=O)NNC(=O)c2cc(S(=O)(=O)N3CCOCC3)ccc2Cl)cc1	0	56	5	-1.4	2	-1	3	-7	0.4	-2	-1
COc1ccc(CNC(=O)CN(Cc2ccc(F)cc2)C(=O)CCC(=O)Nc2nccs2)cc1	5	-12	38	0.1	-1	-8	0	-8	0.2	8	-8
COc1ccccc1/C=N/NC(=O)CC(=O)Nc1ccc(Cl)c(Cl)c1	-8	3	-9	-3.0	0	-3	-6	8	-0.7	/	-4
O=C(OCC(=O)c1cccs1)c1cccc(C(=O)OCC(=O)c2cccs2)n1	-5	15	17	-1.4	-7	-6	2	-3	-0.8	0	-12
CC(=O)Nc1ccc(S(=O)(=O)NCc2nc(-c3ccc(C)cc3)no2)cc1	-5	21	-28	1.2	-1	0	4	-2	0.5	-1	-17
CCCCNC(=O)O/N=C(\N)CS(=O)(=O)C(C)(C)C	7	-3	-20	1.9	-10	-3	-5	-10	-1.2	-1	-18
Cc1cc(-c2ccc(Cl)cc2)c2cnn(C(C)C)c2n1	-9	66	8	0.7	-9	-4	-2	-9	-0.5	-6	0
Cc1cc(NC(=O)CSc2nc(N)c(NC(=O)c3ccccc3)c(=O)[nH]2)no1	11	-6	-8	0.1	-2	-5	-1	3	0.4	1	2
O=C(c1ccc2c(=O)n3c(nc2c1)CCCCC3)N1CCN(c2ccccc2)CC1	-10	225	4	1.1	19	-4	0	-12	-1.2	1	7

Three structures out of the list, sorted by count of non-hydrogen atoms, rising.
SMILES	dFosB act	Mot1-301 SUMO	PfHsp90 yeast 2	CDK5 p35 inh	Rtt109 Vps75	Keap1 Nrf2 FP	cardiac RTF act	RTF Ca sens inh	LANA DNA inh	NSD2 inh	PvdQ inh
Cc1cc(-c2ccc(Cl)cc2)c2cnn(C(C)C)c2n1	-9	66	8	0.7	-9	-4	-2	-9	-0.5	-6	0
O=C1CC(c2cc(F)ccc2F)c2cc3c(cc2N1)CCC3 (centres undefined)	-25	55	-4	0.1	-4	0	-7	15	0.6	-26	1
COc1cc(CC(=O)NNC(=O)c2cccs2)cc(OC)c1OC	-3	4	3	-5.9	-6	-7	-1	-4	-0.6	-2	-21

Remaining list, next part:
SMILES	dFosB act	Mot1-301 SUMO	PfHsp90 yeast 2	CDK5 p35 inh	Rtt109 Vps75	Keap1 Nrf2 FP	cardiac RTF act	RTF Ca sens inh	LANA DNA inh	NSD2 inh	PvdQ inh
CCC(C)c1ccc(NS(=O)(=O)c2c(C)[nH]c(=O)[nH]c2=O)cc1 (centres undefined)	-1	-25	12	-0.8	-4	1	-6	-6	0.2	6	-5
O=C(/C=C/Nc1ccc(F)c(Cl)c1)c1ccccc1	-12	189	11	-0.9	1	-6	0	-5	-0.8	-1	-1
CSc1cccc(NC(=O)N2CCc3ccc(NC(=O)c4ccccn4)cc3C2)c1	-3	4	7	0.0	7	-2	6	-2	0.5	-1	8
CCC(C)(C)NC(=O)Cc1ccc(F)cc1	3	-13	-16	-1.2	4	2	/	/	0.3	-3	-4
CCOC(=O)c1cc(OC(=O)c2ccccc2)n(-c2ccccc2)n1	-10	-2	1	0.7	-22	-3	3	-7	0.2	2	4
O=C(CSc1nc(-c2ccccc2)c(-c2ccccc2)o1)Nc1nnc(-c2ccccc2)s1	-10	-16	/	-1.1	-3	1	-1	-9	0.6	76*	-10
COC(=O)CN1C(=O)COc2ccc(S(=O)(=O)N3CCOCC3)cc21	-3	-4	-31	0.7	-3	-3	6	-4	-0.4	-3	-26
O=C(Nc1ccc(N2CCN(C(=O)c3ccco3)CC2)cc1)c1ccc(F)cc1	0	-25	/	-0.4	-20	-3	16	4	-0.4	/	-11
Cn1c(N2CCN(S(=O)(=O)c3ccc(F)cc3)CC2)nc2ccccc21	-9	2	19	2.2	-10	2	3	-20	-0.8	-3	-6
O=C1CN(C(=O)COc2ccccc2)c2ccccc2N1	-2	139	8	-1.0	0	-8	1	-2	-1.1	-1	-13
COc1ccccc1CCC(=O)Nc1cc(S(=O)(=O)N2CCCCC2)ccc1N1CCN(C)CC1	-13	15	/	-2.1	6	-4	0	-3	-1.7	12	-15
Cn1cccc1-c1cc(C(=O)N/N=C/c2cccc(O)c2)[nH]n1	-10	-12	-2	-0.6	8	0	-6	-11	-0.6	2	-3
CC(NC(=O)C(Cc1ccccc1)=NO)c1ccccc1 (centres undefined)	-4	/	15	1.0	-1	4	1	-10	1.5	1	-24
CN(Cc1ccccc1)C(=O)CN1C(=O)c2ccc([N+](=O)[O-])cc2C1=O	-5	51	-10	-0.1	8	0	-9	-6	-1.0	0	-7
O=c1[nH][nH]c(C(F)(F)F)c1C=NCc1cccc(Cl)c1	-2	-8	-6	2.8	-3	-2	-3	-5	1.0	-1	-15
Cc1c(C)c(C)c(S(=O)(=O)Nc2ccc3[nH]c(=O)[nH]c3c2)c(C)c1C	-1	4	26	-1.2	0	-1	-5	-7	-3.3	5	3
Cc1nc2c(ncn2-c2ccccc2)c(=O)n1NC(=O)CN1CCCC1	-2	1	5	0.8	1	-4	1	0	0.4	-1	-18
FC(F)(F)c1cc(-c2ccccc2)nc(N2CCCCCC2)n1	2	0	-19	0.3	-15	1	0	1	0.4	-2	-8
COc1cc(C(=O)N/N=C/c2ccc(OC(=O)c3ccccc3Cl)cc2)ccc1O	3	1	6	2.0	25	-2	-2	2	-1.0	1	3
O=C(Nc1cc(S(=O)(=O)N2CCCCCC2)ccc1OCC(F)(F)F)c1cnccn1	-8	32	-2	-0.6	3	3	-3	4	0.0	-5	3
Cc1ccc(S(=O)(=O)CCC(=O)OCc2cc(=O)oc3cc(C)ccc23)cc1	-9	0	/	-1.3	-5	-3	-1	4	-1.8	-2	-2
COC(=O)c1ccccc1NC(=S)NC(=O)COc1ccc(C)cc1	-4	7	-23	3.0	1	0	1	-8	-1.3	-3	-3
Cc1nn(CCCC(=O)Nc2ccccn2)c(C)c1[N+](=O)[O-]	-5	3	-1	0.9	-4	-7	5	1	0.2	0	-11
CCC(=O)N(Cc1cc2ccccc2[nH]c1=O)c1ccc(OC)cc1	0	/	1	-0.2	12	5	2	-2	-0.6	4	6
Cc1c(N=Nc2ccc(N(C)C)cc2)c(=O)n(-c2ccccc2)n1C	-14	/	17	3.1	0	-11	0	-17	-5.2	4	-1
CNC(=O)C1CCN(S(=O)(=O)c2c(C)noc2/C=C/c2ccc(OC)cc2)CC1	6	12	-13	1.0	-5	-2	6	-5	-0.9	/	5
O=C(NCC(O)COc1ccc([N+](=O)[O-])cc1)Nc1ccccc1 (centres undefined)	-4	5	-6	-0.4	-7	4	-9	2	0.1	1	-5
COC(=O)CSC1=C(C#N)C(c2ccccc2F)CC(=O)N1 (centres undefined)	-2	-6	12	-2.0	3	-6	2	-4	0.1	/	-9
O=C(CCn1c(=O)sc2ccccc21)Nc1nccs1	-6	/	/	-2.1	-6	-2	4	-2	-1.8	1	-1
Cc1ccc(N(C(=O)CNC(=O)c2ccco2)C(C(=O)NC2CCCC2)c2cccnc2)c(C)c1 (centres undefined)	-5	0	13	0.4	-1	0	-4	-18	0.7	-3	-17
COCCn1nnnc1C(CC(C)C)N1CCN(C(=O)c2ccco2)CC1 (centres undefined)	2	/	30	-4.8	-7	-4	-3	-14	0.4	-1	-12
CC1(C)C2CC=C(/C=N/NC(=S)Nc3cccnc3)C1C2 (centres undefined)	-4	745*	3	0.2	-1	2	3	-4	2.0	0	-18
COc1ccc(CNC(=O)C2CCN(S(=O)(=O)N3CCCCC3)CC2)c(OC)c1	-8	-1	-9	-0.2	-7	2	1	-2	0.0	0	2
CC(C)(C)c1ccc(OCC(=O)NCCN2CCOCC2)cc1	-7	-9	-29	-0.6	-1	-1	1	-1	-0.1	0	-16
COc1ccc(CCN2C(=O)CN(Cc3ccccc3)CC2=O)cc1OC	0	18	9	-1.8	-2	2	0	4	0.4	/	-9
CC(Nc1c[nH]c(=O)[nH]c1=O)c1ccccc1 (centres undefined)	-3	-9	24	-0.8	-4	-6	-3	0	0.4	5	-13
CC(C)C[C@@H](CSc1ccc(Br)cc1)N1CCN(C)CCC1=O	6	240	/	0.5	-7	1	-3	-8	-0.4	/	-2
COc1ccc(-n2nc3c(c2NC(=O)c2cc4ccccc4o2)CS(=O)(=O)C3)cc1	-14	1	-1	-0.4	4	-4	0	-5	0.1	1	-6
Cc1ccccc1C(=O)N1CCN(c2ncnc3c2cnn3-c2ccccc2)CC1	-14	-18	-88	1.2	10	-2	-1	5	0.9	0	-3
Cc1ccc(-c2nn(C)c(=O)c3ccccc23)cc1CNS(C)(=O)=O	-1	/	-1	5.8	11	3	-2	2	-1.3	-2	14
O=C(Nc1cc([N+](=O)[O-])ccc1O)c1ccc2c(c1)C(=O)N(Cc1ccco1)C2=O	-15	-17	-55	-0.6	13	-3	11	-2	4.7	8	2
Cc1ccccc1P(=O)(CO)c1ccccc1C	1	414*	-5	-1.1	7	-4	-11	-1	0.2	4	7
CC(C)Oc1ccc(C(=O)CCN2CCCCC2)cc1	6	45	/	-0.7	8	-4	2	-1	0.1	10	2
CC(=O)Nc1c([N+](=O)[O-])cc2[nH]c(=O)[nH]c2c1[N+](=O)[O-]	-4	83	-1	2.3	12	3	12	-7	-0.2	-3	6
Cc1ccc(N2CC(C(=O)Nc3ccncc3)CC2=O)cc1 (centres undefined)	4	464	-3	0.5	3	1	9	-17	1.6	-1	-7

High-throughput results as filed in PubChem BioAssay.
